Screening data: PubChem, Sanford-Burnham Center for Chemical Genomics
TNAP activators: stimulation of alkaline phosphatase TNAP activity – biochemical, luminescent, no phosphate acceptor, uHTS, primary screen (AID 1001) | 0.03% of 200,000 active | one-dose activation fold at 20 µM; EC50 in µM for titrated hits | purified TNAP, luminescent activation assay, no phosphate acceptor; higher activation fold means a stronger effect; in the data active = activation fold from about 3, or a potency from the dose series; inactive = the rest, 99 in 100 with activation fold below about 1.6; also: many of its hits are not listed in these tables
KOR beta-arrestin-1: kappa opioid receptor blockers – cell-based, luminescence, uHTS (AID 1778); KOR beta-arrestin recruitment, luminescence, antagonist mode; higher % means a stronger effect; 0.091% of 290,000 active; one-dose inhibition, % at 10 µM; IC50 in µM for titrated hits; also: strong numbers were not always called active
NOD1 NF-kB reporter: NOD1 signaling inhibitors, primary screen, cell-based, luminescence, uHTS (AID 1578); NOD1-driven NF-kB luciferase reporter cells, luminescence; higher % means a stronger effect; one-dose inhibition, % at 4 µM; EC50 in µM for titrated hits; 1% of 290,000 active; in the data active = inhibition mostly above about 36%, no sharp cut-off; inactive = mostly below about 34%;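 also: HEK-293T reporter cells stimulated with the NOD1 agonist gamma-tri-DAP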
PMI inhibitors: inhibitors of human PMI, primary screen, biochemical, fluorescence intensity, coupled assay (AID 1209); purified PMI enzyme, coupled fluorescence intensity; higher % means a stronger effect; inhibition, % at 20 µM, or IC50 in µM where a hit was titrated; 0.42% of 190,000 active;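 also: plate controls were DMSO vehicle for no effect and wells lacking substrate for full effect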
KOR beta-arrestin-2: kappa opioid receptor activators – cell-based, luminescence, uHTS, primary screen (AID 1777) | KOR beta-arrestin recruitment, luminescence; higher % means a stronger effect | activation, % at 10 µM; hits with a dose series show EC50 in µM | 0.02% of 280,000 active; in the data active = activation above about 50%, passing the limit was not always enough; also: a part of the inactive calls stands beside numbers as strong as those of hits
NOD2 inhibition: inhibition of NOD2-driven NF-kB reporter – cell-based, luminescence, uHTS, HEK293 (AID 1566); 0.63% of 290,000 active; HEK293 NOD2/NF-kB luciferase reporter, luminescence; higher % means a stronger effect; inhibition, % at 4 µM, or EC50 in µM where a hit was titrated; also: many of its hits are not listed in these tables
XIAP displacement: XIAP antagonists, biochemical, IAP family, fluorescence polarization (AID 1018) | XIAP BIR domain, fluorescence polarization peptide displacement; higher % means a stronger effect | displacement, % at 20 µM; hits with a dose series show IC50 in µM | 0.007% of 200,000 active; in the data active = displacement above about 50%; also: a part of the inactive calls stands beside numbers as strong as those of hits
LYP inhibition: inhibitors of LYP phosphatase, biochemical, fluorescence intensity, uHTS (AID 1779). recombinant LYP phosphatase, fluorescence intensity; higher % means a stronger effect. inhibition, % at 11.5 µM; hits with a dose series show IC50 in µM. 0.054% of 290,000 active;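 also: plate controls were vehicle with enzyme for no effect and no enzyme for full effect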
human PMI inhibitors: MPI inhibition at elevated mannose 6-phosphate – biochemical, fluorescence intensity, high mannose 6-phosphate, primary screen (AID 1220) | recombinant PMI enzyme, coupled fluorescence intensity; higher % means a stronger effect | inhibition, % at 20 µM, or IC50 in µM where a hit was titrated | 0.66% of 190,000 active
The depositor's hits bear a star; · = not tested or not shown; [ ] = remark or other dose. Rule as the data show it, unless noted: active = inhibition above about 50%; inactive = the rest. An excerpt, so the mix of outcomes need not match the whole.

TNAP activators,KOR beta-arrestin-1,NOD1 NF-kB reporter,PMI inhibitors,KOR beta-arrestin-2,NOD2 inhibition,XIAP displacement,LYP inhibition,human PMI inhibitors,SMILES
·,6%,0%,·,-4.5%,-10%,·,-10%,·,FC(F)(F)c1ccc(NCc2ccccn2)nc1
1.1,-10%,-4%,1%,1.5%,8%,-3.7%,0%,0%,O=C(Nc1ccc(Cl)cc1)Nc1ccccc1C(=O)NCc1ccco1
1,-14%,-36%,5%,-1.7%,-153%,-1.9%,-4%,2%,CC(=O)c1cccc(N/C=C\C(=O)c2ccc(C)cc2)c1
·,-2%,30%,·,-2.6%,-18%,·,-16%,·,C=CCOc1c(Br)cc(CNCCCN2CCOCC2)cc1OC
1.1,1%,-31%,-1%,-1.4%,-4%,-0.7%,-4%,4%,O=C(c1ccc(CN2CCOCC2)cc1)N1CCN(c2ccccc2)CC1
1.1,1%,-13%,9%,-5.3%,13%,-5.3%,-10%,2%,Cc1cc(C)nc(NC(=O)NS(=O)(=O)N2CCCCCC2)n1
1.1,29%,-6%,2%,4.2%,0%,-10%,-1%,-1%,Cc1ccc(S(=O)(=O)N(C)C)cc1NC(=O)COC(=O)c1c(C)noc1C
1,-11%,22%,10%,10%,12%,-5.7%,-13%,6%,Cn1c(=O)c2sccc2n2c(CCCC(=O)NCc3ccc4c(c3)OCO4)nnc12
1.1,-10%[20 µM],6%,-6%,·,12%,-0.4%,-2%,-3%,Cc1cccc(-n2c(SCC(=O)O)nc3sc4c(c3c2=O)CCCC4)c1
1.2,18%,-8%,-1%,-1.7%,0%,-1.5%,-14%,-1%,COc1ccccc1N(CCC#N)C(=O)CSc1nc(-c2ccccc2)cn1N
·,-5%,-10%,·,6.4%,21%,·,0%,·,COc1cc2ccccc2cc1C(=O)NC(=S)Nc1ccc(C(=O)O)cc1
1.1,27%,-22%,-10%,-0.4%,18%,-4.8%,6%,-2%,C=CCNc1nc(Cl)nc(Nc2ccc([N+](=O)[O-])cc2)n1
1.1,-22%,-48%,7%,-3.9%,-24%,-3.3%,-9%,5%,CCOCC(=O)Nc1cc(C(=O)Nc2cc(C)cc(C)c2)ccc1Cl
1.1,·,34%,0%,-9.4%,12%,-4.0%,0%,-1%,COC(=O)c1ccc(COC(=O)c2[nH]c(C)c(C(C)=O)c2C)o1
1,-1%,-9%,6%,-3.4%,19%,0.4%,4%,15%,CCOc1ccc2oc(C(=O)OCC(=O)NC(=O)NC3CCCC3)c(C)c2c1
1.1,-10%,-15%,16%,2.8%,-4%,-1.6%,3%,13%,CCOC(=O)c1nnc(-c2ccccc2)nc1Oc1ccccc1Cl
·,1%,-1%,·,-1.7%,12%,·,-12%,·,CN(CCC1CCOCC1)C(=O)CC1C(=O)NCCN1Cc1c(F)cccc1Cl (stereo not given)
·,-21%,8%,·,-1.2%,11%,·,-15%,·,CN(CC(=O)NCc1ccc(F)cc1)S(=O)(=O)c1ccc2c(c1)c(=O)n(C)c(=O)n2C
·,21%,-10%,·,-1.7%,13%,·,-10%,·,O=C(Nc1nncs1)c1cc(-c2ccncc2)nc2ccc(Cl)cc12
·,-8%,0%,·,3.3%,24%,·,-9%,·,CCOc1ccccc1NC(=O)Nc1ccsc1C(=O)OC
·,-16%[20 µM],-23%,·,-4.6%,8%,·,-10%,·,CCCc1cc(=O)oc2cc(C)cc(OCC(=O)N3CCC(C(N)=O)CC3)c12
1.1,-9%,-18%,-9%,0.8%,-30%,-5.2%,-1%,-5%,COc1ccc(CNC(=O)C2CC(c3ccccc3[N+](=O)[O-])=NO2)cc1 (stereo not given)
1.1,·,-6%,-12%,-2.6%,16%,-3.6%,-5%,-7%,COC(=O)/C(=C/c1ccco1)NC(=O)c1ccccc1
·,23%,1%,·,-3.6%,15%,·,-6%,·,O=C(NCCCNC(=O)c1c(F)cccc1F)c1c(F)cccc1F
1.1,-37%,6%,2%,5.2%,8%,-3.5%,-5%,5%,Cc1ccc(Cn2c(CN3CCOCC3)nc3c2c(=O)[nH]c(=O)n3C)cc1
1.2,-11%,-23%,1%,6.5%,-4%,-4.1%,2%,-3%,Cc1ccccc1-n1nc(-c2cccnc2)cc1C(=O)N/N=C/c1ccncc1
1.3,0%,-6%,6%,-6.4%,14%,0.4%,-7%,8%,CCOC(=O)C(=O)Nc1nc(-c2ccccc2)c(CC)s1
·,-2%,-15%,·,-1.4%,4%,·,0%,·,CCOC(=O)CSc1nnc(NC(=O)CN2CCN(C=O)CC2)s1
1.1,-86%,-3%,8%,-1.4%,27%,-6.4%,-5%,4%,COc1cc(C(=O)OCC(=O)Nc2sccc2C(N)=O)cc(OC)c1OC
·,21%,7%,·,-7.6%,2%,·,-2%,·,COc1cccc(CNC(=O)CCn2ccc3cc(S(=O)(=O)N4CCC(C)CC4)ccc32)c1
·,-4%,-29%,·,1.4%,0%,·,-9%,·,CN(Cc1ccccc1)C(=S)NC(=O)c1cccs1
1.4,-26%[20 µM],-23%,5%,-11%,-16%,1.1%,-7%,-3%,O=C(Cc1ccccc1F)Nc1nc2ccccc2[nH]1
·,-26%[20 µM],45%,·,-0.8%,-8%,·,-7%,·,COc1ccc(CCC(=O)Nc2ccc3c(c2)OCO3)cc1
1.1,14%,-12%,12%,-3.1%,-28%,-0.5%,-9%,16%,CC(C)C1Cc2[nH]c(=O)c(C(=O)O)cc2CO1 (stereo not given)
0.9,11%,-2%,1%,-1.3%,18%,-4.4%,-7%,-6%,COc1ccc(CC(=O)Nc2cccc3ncccc23)cc1OC
·,-14%[20 µM],-23%,·,-5.2%,12%,·,-9%,·,CCOC(=O)C1=C(N)Oc2cc(O)ccc2C1c1ccc(F)cc1F (stereo not given)
·,2%,-3%,·,1.3%,21%,·,-4%,·,Cc1ncc(CN2CCC(C(=O)Nc3cccc(-c4cscn4)c3)CC2)cn1
1.1,-26%,-12%,-7%,9.4%,0%,-7.1%,-8%,-1%,O=C1CN(C(=O)COC(=O)CCCOc2ccccc2)c2ccccc2N1
·,-28%[20 µM],-12%,·,-4.7%,14%,·,-8%,·,CS(=O)(=O)N(CC(=O)NCc1ccccc1)c1ccc(Cl)cc1
1.1,13%,-23%,2%,-2.8%,14%,-1.7%,2%,2%,Cc1csc2ncc(C(=O)NCc3ccc4c(c3)OCO4)c(=O)n12
·,7%[20 µM],-11%,·,-2.5%,3%,·,-12%,·,Cc1cc2c(cc1S(=O)(=O)NCc1ccccc1Cl)OCCN2C
0.9,17%,2%,-8%,2.4%,20%,-3.4%,-11%,-4%,Cc1cc(NC(=O)C2CC(c3ccc(F)cc3)=NO2)n(-c2ccccc2)n1 (stereo not given)
·,16%[20 µM],-1%,·,-5.9%,15%,·,-2%,·,CCOc1cc(/C=C(/C#N)C(=O)Nc2ccc(OC)cc2)ccc1OCc1ccc(C(=O)O)cc1
1.1,7%,-17%,2%,2.7%,-15%,0.2%,-3%,2%,COc1cccc(Oc2coc3c(CN4CCOCC4)c(O)ccc3c2=O)c1
0.9,-24%,-22%,-2%,-4.7%,-70%,-4.3%,6%,6%,O=C(/C=C/c1ccc2c(c1)OCCCO2)c1ccc2ccccc2c1O
·,27%,4%,·,-3.3%,-8%,·,-7%,·,COc1ccc(NC(=O)CN(c2ccccc2)S(=O)(=O)c2ccccc2)c(OC)c1
1.2,-2%,-4%,2%,-4.3%,3%,-1.9%,-8%,-7%,COCCNC(C)C(=O)Nc1ccc(Br)cc1 (stereo not given)
1.1,-11%,-5%,-5%,-1.1%,11%,-2.9%,3%,-6%,COc1cccc(N/C(SC)=C(/C#N)C(N)=O)c1
·,-48%[20 µM],-17%,·,1.9%,1%,·,-9%,·,COc1cccc(CNC(=S)Nc2cccc(Cl)c2C)c1
1,·,-13%,-11%,0.0%,3%,-6.0%,-1%,-6%,CCCc1cc(-c2nc(-c3ccc(C)cc3)cs2)ccn1

Other entries:
TNAP activators,KOR beta-arrestin-1,NOD1 NF-kB reporter,PMI inhibitors,KOR beta-arrestin-2,NOD2 inhibition,XIAP displacement,LYP inhibition,human PMI inhibitors,SMILES
·,0%,-36%,·,0.2%,-18%,·,-10%,·,Cc1noc(C)c1CC(=O)NC1CC(C)(C)Cc2c1cnn2-c1ccccc1 (stereo not given)
1.1,-13%,-35%,-11%,-1.4%,-2%,-2.5%,-10%,-4%,COc1ccc(OC)c(/C=N\NC(=O)CC(=O)NCCc2ccccc2)c1
1.1,7%,-20%,-4%,-11%,10%,0.7%,-4%,1%,CC1Cc2ccccc2N1C1=NS(=O)(=O)c2ccccc21 (stereo not given)
1.2,34%,-10%,14%,-7.0%,6%,-6.6%,-9%,6%,COc1cccc(NC(=O)N[C@@H](Cc2ccccc2)C(=O)O)c1
0.7,18%,·,5%,1.1%,15%,78%,6%,5%,CN(c1ccccc1)c1ccc(/C=c2\s/c(=C(/C#N)C(=O)C(C)(C)C)n(Cc3ccco3)c2=O)cc1
1,-96%,8%,-1%,6.9%,-2%,-7.5%,-5%,-16%,Cc1ccc(C(=O)Nc2c(C(=O)N3CCOCC3)cnn2-c2ccccc2)cc1
1.2,15%,-4%,-2%,-1.0%,1%,-3.4%,-5%,2%,CCc1c(C)c(C#N)c2nc3ccccc3n2c1NCC1CCCO1 (stereo not given)
1,-10%,-15%,8%,-0.6%,16%,-2.6%,-3%,11%,CCc1ccc(NC(=O)CSc2nc3c(c(=O)n(C)c(=O)n3C)n2C)cc1

12 entries from above, set out differently:
Compound	TNAP activators	KOR beta-arrestin-1	NOD1 NF-kB reporter	PMI inhibitors	KOR beta-arrestin-2	NOD2 inhibition	XIAP displacement	LYP inhibition	human PMI inhibitors
O=C(/C=C/c1ccc2c(c1)OCCCO2)c1ccc2ccccc2c1O	0.9	-24%	-22%	-2%	-4.7%	-70%	-4.3%	6%	6%
COc1ccc(NC(=O)CN(c2ccccc2)S(=O)(=O)c2ccccc2)c(OC)c1	·	27%	4%	·	-3.3%	-8%	·	-7%	·
COCCNC(C)C(=O)Nc1ccc(Br)cc1 (stereo not given)	1.2	-2%	-4%	2%	-4.3%	3%	-1.9%	-8%	-7%
COc1cccc(N/C(SC)=C(/C#N)C(N)=O)c1	1.1	-11%	-5%	-5%	-1.1%	11%	-2.9%	3%	-6%
COc1cccc(CNC(=S)Nc2cccc(Cl)c2C)c1	·	-48%[20 µM]	-17%	·	1.9%	1%	·	-9%	·
CCCc1cc(-c2nc(-c3ccc(C)cc3)cs2)ccn1	1	·	-13%	-11%	0.0%	3%	-6.0%	-1%	-6%
Cc1noc(C)c1CC(=O)NC1CC(C)(C)Cc2c1cnn2-c1ccccc1 (stereo not given)	·	0%	-36%	·	0.2%	-18%	·	-10%	·
COc1ccc(OC)c(/C=N\NC(=O)CC(=O)NCCc2ccccc2)c1	1.1	-13%	-35%	-11%	-1.4%	-2%	-2.5%	-10%	-4%
CC1Cc2ccccc2N1C1=NS(=O)(=O)c2ccccc21 (stereo not given)	1.1	7%	-20%	-4%	-11%	10%	0.7%	-4%	1%
COc1cccc(NC(=O)N[C@@H](Cc2ccccc2)C(=O)O)c1	1.2	34%	-10%	14%	-7.0%	6%	-6.6%	-9%	6%
CN(c1ccccc1)c1ccc(/C=c2\s/c(=C(/C#N)C(=O)C(C)(C)C)n(Cc3ccco3)c2=O)cc1	0.7	18%	·	5%	1.1%	15%	78%	6%	5%
Cc1ccc(C(=O)Nc2c(C(=O)N3CCOCC3)cnn2-c2ccccc2)cc1	1	-96%	8%	-1%	6.9%	-2%	-7.5%	-5%	-16%
